High-throughput results deposited in PubChem BioAssay by National Center for Advancing Translational Sciences (NCATS).
Glioma ERSR ind: qHTS for Inducers of the Endoplasmic Reticulum Stress Response (ERSR) in Human Glioma: qHTS; U87-MG GRP78 promoter luciferase reporter, 16 h; 0.02% of 420,000 active; Potency, µM, for the others: top-dose activation, usual class: activators; AID 602332, 2012; note: potency is the fitted concentration of half-maximal effect; series mostly up to about 76 µM; % of control where 0% means no effect; nearly all actives have a fitted effect of over 35% in size
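Stably transfected U87-MG human glioma cells carrying a GRP78-based luminescent sensor were seeded at 1000 cells/well, pin-dosed with compounds and incubated 16 h. Luciferase reagent was then added, and end-point luminescence was read after 10 min at room temperature.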
RGS4 inhibitor: Inhibitors of Regulator of G Protein Signaling (RGS) 4: qHTS | Transcreener GDP fluorescence polarization, RGS4-accelerated GTP hydrolysis | Potency, µM (titrated, usually from 114 µM), inactives show at the highest dose activity change, negative = inhibition, actives largely listed as inhibitors | 0.039% of 390,000 active | AID 504845, 2011; note: potency is the fitted concentration of half-maximal effect; % is set by controls: 0 for no effect and ±100 for the full control effect; nearly all actives have a fitted effect of over 75% in size; some results filed as inactive show a strong effect at the top dose
Target sequence (P49798 whole entry, looked up): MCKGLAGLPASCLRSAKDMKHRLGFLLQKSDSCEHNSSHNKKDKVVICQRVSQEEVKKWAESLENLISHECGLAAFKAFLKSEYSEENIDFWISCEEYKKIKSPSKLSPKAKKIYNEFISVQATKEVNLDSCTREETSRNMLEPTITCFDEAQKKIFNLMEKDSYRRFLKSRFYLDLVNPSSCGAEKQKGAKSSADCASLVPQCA
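MLSMR compounds (23 nl, pin-transferred) preincubated 10 min at room temperature with a 500nM (2x) first reagent, then RGS4 at 900nM (2x) plus Transcreener GDP mix added; fluorescence polarization (620/688 nm) read before and after 90 min at 30 °C.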
TrxR1 inh: qHTS Assay for Inhibitors of Mammalian Selenoprotein Thioredoxin Reductase 1 (TrxR1): qHTS; Thioredoxin reductase 1, cytoplasmic (Rattus norvegicus), O89049; recombinant rTrxR1, NADPH fluorescence consumption, selenite substrate; Potency, µM (titrated, usually from 114 µM), for inactives: at the top dose activity change, negative = inhibition, actives largely listed as inhibitors; 1% of 390,000 active; note: potency is the fitted concentration of half-maximal effect; % is set by controls: 0 for no effect and ±100 for the full control effect; nearly all actives have a fitted effect of over 65% in size
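Rat TrxR1 (90 nM in the dispensed reagent) was pre-reduced with 400 uM NADPH for 5 min at room temperature, then incubated with compound for 15 min. After 400 uM selenite was added, NADPH fluorescence (Ex 340/Em 450 nm) was followed for 8 min.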
Vif-A3F inh: qHTS for Inhibitors of Vif-A3F Interactions: qHTS; Potency, µM (top dose mostly 46.1 µM), for the others: at the highest dose activity, negative = active; HeLa A3F-eYFP + Vif (tagged APOBEC3F with the HIV-1 protein that degrades it), YFP fluorescence increase; 0.2% of 390,000 active; note: potency is the fitted concentration of half-maximal effect; % of control where 0% means no effect; nearly all actives have a fitted effect of over 65% in size
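Fluorescence increase (Ex 488/Em 500-530) after overnight compound treatment at 37 deg C flags inhibition of Vif-driven A3F-eYFP loss in stable HeLa A3F-eYFP/Vif cells seeded overnight beforehand.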
TrxR1 substrate: qHTS Assay for Substrates of Mammalian Selenoprotein Thioredoxin Reductase 1 (TrxR1): qHTS; Thioredoxin reductase 1, cytoplasmic (Rattus norvegicus), O89049; purified TrxR1 substrate turnover, NADPH consumption readout; Potency, µM (highest dose often 114 µM), without a hit: at the highest dose activity change, negative = substrate turnover; 0.01% of 390,000 active; note: potency is the fitted concentration of half-maximal effect; % is set by controls: 0 for no effect and ±100 for the full control effect; nearly all actives have a fitted effect of over 50% in size
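Rat TrxR1, dispensed at 90 nM, was prereduced with 400 uM NADPH (final) for 5 min at ~22 deg C, then incubated with compound 15 min before 400 uM selenite. A first-read NADPH fluorescence drop versus no-compound background flagged substrates.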
IDH1 R132H inh: qHTS for Inhibitors of mutant isocitrate dehydrogenase 1 (IDH1): qHTS. 0.093% of 390,000 active. IDH1-R132H enzyme, NADPH consumption, diaphorase/resazurin fluorescence. Potency, µM (top dose mostly 76.6 µM), inactives show at the highest dose activity change, negative = inhibition, actives largely listed as inhibitors. AID 602179, 2012. Isocitrate dehydrogenase [NADP] cytoplasmic (Homo sapiens), O75874; note: potency is the fitted concentration of half-maximal effect; % is set by controls: 0 for no effect and ±100 for the full control effect; nearly all actives have a fitted effect of over 65% in size
Target sequence (O75874 whole entry R132H, stated change not applied): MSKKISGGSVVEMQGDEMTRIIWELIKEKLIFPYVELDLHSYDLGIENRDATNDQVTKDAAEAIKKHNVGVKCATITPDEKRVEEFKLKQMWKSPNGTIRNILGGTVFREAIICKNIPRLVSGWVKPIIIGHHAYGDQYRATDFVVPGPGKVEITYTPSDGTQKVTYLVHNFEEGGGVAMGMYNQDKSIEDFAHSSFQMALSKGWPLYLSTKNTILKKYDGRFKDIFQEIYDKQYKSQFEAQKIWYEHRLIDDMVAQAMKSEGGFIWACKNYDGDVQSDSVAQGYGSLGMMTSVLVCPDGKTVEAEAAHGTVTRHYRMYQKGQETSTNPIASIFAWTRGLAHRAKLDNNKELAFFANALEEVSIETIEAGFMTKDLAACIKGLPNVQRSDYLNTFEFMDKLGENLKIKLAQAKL
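IDH1-R132H (0.5 ug/mL dispensed) in pH 7.5 Tris buffer was preincubated 30 min with compound, then given a substrate mix of 0.016 mM NADPH and 2 mM alpha-KG for 80 min at room temperature; remaining NADPH was read by diaphorase/resazurin fluorescence.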
Vif-APOBEC3G blk: qHTS for Inhibitors of Vif-A3G Interactions: qHTS; DNA dC->dU-editing enzyme APOBEC-3G (Homo sapiens), Q9HC16; HeLa A3G-eYFP + Vif (tagged APOBEC3G with the HIV-1 protein that degrades it), YFP fluorescence, overnight; Potency, µM (top dose mostly 46.1 µM), without a hit: at the highest dose activity, negative = active, actives largely listed as inhibitors; 0.076% of 410,000 active;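 note: potency is the fitted concentration of half-maximal effect; % is set by controls: 0 for no effect and ±100 for the full control effect; nearly all actives have a fitted effect of over 60% in size; hits raise eYFP signal because A3G escapes Vif-driven loss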
Target sequence (Q9HC16 whole entry, looked up): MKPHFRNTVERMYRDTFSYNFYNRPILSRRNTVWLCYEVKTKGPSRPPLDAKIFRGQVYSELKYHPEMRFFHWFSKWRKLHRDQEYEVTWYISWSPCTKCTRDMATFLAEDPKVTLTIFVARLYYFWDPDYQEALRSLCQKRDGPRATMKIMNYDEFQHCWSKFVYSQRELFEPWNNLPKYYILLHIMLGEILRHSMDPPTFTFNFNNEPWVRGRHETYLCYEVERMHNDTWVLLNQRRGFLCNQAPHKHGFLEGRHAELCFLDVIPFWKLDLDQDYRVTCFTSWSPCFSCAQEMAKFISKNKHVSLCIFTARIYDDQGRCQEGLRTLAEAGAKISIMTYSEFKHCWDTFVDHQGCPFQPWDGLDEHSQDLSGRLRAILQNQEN
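Read-out is eYFP fluorescence (Ex 488/Em 500-530) from Vif-expressing HeLa A3G-eYFP cells; more signal means A3G escaped Vif-mediated degradation. Cells plated overnight, compound pinned in, incubated overnight at 37 deg C.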
USP1 inh: Inhibitors of USP1/UAF1: Primary Screen; Ubiquitin carboxyl-terminal hydrolase 1 (Homo sapiens), O94782; 0.23% of 390,000 active; recombinant USP1/UAF1, Ub-Rhodamine cleavage fluorescence; Potency, µM (titrated, usually from 57.1 µM), for inactives: top-dose activity change, negative = inhibition, usual class: inhibitors; AID 743255, 2014; note: potency is the fitted concentration of half-maximal effect; % is set by controls: 0 for no effect and ±100 for the full control effect; nearly all actives have a fitted effect of over 60% in size; inactives centre near -12
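USP1/UAF1 complex (1 nM) preincubated 15 min at room temperature with compound, then Ub-Rho substrate (150 nM final) added. Kinetic fluorescence at 480/540 nm over 6 reads at 60 s intervals; 50 mM HEPES pH 7.8, 0.5 mM EDTA, 0.1 mg/ml BSA, 1 mM TCEP, 0.01% Tween-20.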
LDHA block: qHTS assay for inhibitors of human lactate dehydrogenase; L-lactate dehydrogenase A chain (Homo sapiens), P00338; purified LDHA, NADH/diaphorase-resazurin fluorescence; hits give low values; activity change, % (values are at about 110 or 230 µM); 0.15% of 480,000 active; AID 1347041, 2019; in the data active = activity change below about -30%; inconclusive = mostly about -25% to -30%;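 note: plate controls were DMSO wells for no effect and wells without enzyme for full effect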
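Human LDH5 at 2 nM final in Tris HCl pH 7.4 with 0.06 mM NADH and 0.2 mM pyruvate, reacted 5 minutes at room temperature. Remaining NADH coupled via diaphorase/resazurin; resorufin fluorescence read at 0 and 20 minutes, normalized to enzyme-free and DMSO wells.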
Active calls of the source: *; ? = inconclusive; / = not tested or not shown; & = joins results of further samples; [ ] = remark or other dose. Unless noted, calls come from the whole dose curve; as a rule, active = well fitted curve in the direction sought with a large enough effect; inconclusive = small, poorly fitted or top-dose-only effect, or another doubt; inactive = no such curve, though single readings can be large; an effect the other way counts as inactive or inconclusive. This is a subset; count on the stated rates, not on these rows.

SMILES	Glioma ERSR ind	RGS4 inhibitor	TrxR1 inh	Vif-A3F inh	TrxR1 substrate	IDH1 R132H inh	Vif-APOBEC3G blk	USP1 inh	LDHA block
COc1ccc(N2C(=O)/C(=C/c3ccc(N(C)C)o3)C(=O)NC2=S)cc1	-2.9%	-39.8%	?	?	-9.9%	0.0%	-21.6%	?	3.1
NP(=O)(OCC(F)(F)F)Oc1ccc(Cl)cc1 (stereo unspecified)	-3.4%	7.9%	5.1%	-12.6%	-2.5%	-1.9%	3.2%	1.4%	-3.1
Nc1ccc2c(c1)Cc1cc([N+](=O)[O-])ccc1-2	8.4%	7.0%	14.0%[57.1 µM]	11.2µM*	4.9%[57.1 µM]	3.8%	?	-8.6%	-10.6
C[C@]12CC[C@H](O)C[C@H]1CCC1C2CC[C@]2(C)[C@@H](c3ccc(=O)oc3)C[C@H]3O[C@]132 (stereo partly specified)	-5.0%&-6.6%	/	15.9%	/	0.4%	/	-7.9%	/	2.5
COc1ccccc1CCNC1CCC(C)CC1 (stereo unspecified)	-3.0%	-4.8%	-17.9%	0.2%	-11.7%	3.7%	0.6%	-10.2%	3.2
O=c1cccc2n1CC1CC2CN(Cc2c(F)cccc2Cl)C1 (stereo unspecified)	-4.8%	-12.1%	-5.8%	1.2%	-3.5%	4.2%	-0.2%	-11.5%	-4.6
NC(N)=NOCCC(N)C(=O)O (stereo unspecified)	-2.4%&-4.7%	4.4%[56.9 µM]	13.8%[57.1 µM]	/	6.6%[57.1 µM]	/	/	/	/
CCN(CC)P(=O)(/C=C(\Cl)c1ccccc1)/C=C(\Cl)c1ccccc1	-2.5%	9.7%	15.3%[11.4 µM]	7.5%	3.2%[57.1 µM]	17.8%	0.6%	-15.3%	-4.3
C[N+]12CCC(CC1)C(C#N)(N1CCOCC1)C2 (stereo unspecified)	-1.7%	-0.9%	-5.9%	2.4%	-4.4%	5.6%	1.1%	-3.3%	-12.2
N=C1c2ccccc2CN1NC(=O)c1ccc(Br)cc1	4.7%	-28.2%	3.7%	-15.7%	-2.5%	3.1%	0.8%	4.5%	4.3
N=C1c2ccccc2CN1CC(=O)c1ccccc1	-6.4%	-14.7%	34.3%	0.1%	7.4%	8.3%	4.1%	-6.6%	-3.6
Nc1ccccc1-[n+]1c(-c2ccccc2)cc(-c2ccccc2)cc1-c1ccccc1	-3.0%	-11.2%	7.3%	0.7%	3.0%	4.1%	3.2%	-17.7%	0.0
O=C(C1CCN(S(=O)(=O)c2ccccc2)CC1)N1CCC2(CC1)OCCO2	-3.8%	-1.5%	9.8%[57.1 µM]	3.7%	11.9%[57.1 µM]	-1.0%	0.3%	-15.4%	-3.5
Clc1cc(I)cc(Cl)c1NC1=NCCN1	-4.4%&1.7%	-2.4%[56.9 µM]	4.1%[57.1 µM]	2.5%	3.3%[57.1 µM]	7.5%	1.4%	?	-4.1
O=S(=O)(F)c1ccc2nc(-c3cccc(Sc4ccccc4)c3)cc(Cl)c2c1	-2.1%	10.1%	22.6%	17.6%	8.2%	0.0%	-1.0%	-7.7%	-4.6
Cc1ccc(NC2=NCCCS2)cc1Cl	-1.8%	-8.5%	20.3%	-14.0%	5.6%	8.1%	-0.4%	-15.8%	2.2
CCC(=NCCCn1ccnc1)c1c(O)n(Cc2ccccc2)c(=O)[nH]c1=O	-1.6%	-11.1%	37.8%[activator]	-7.2%	12.6%	2.8%	1.8%	-5.5%	4.4
CNC(=O)Oc1ccc(-c2cn3cc(Cl)ccc3n2)cc1	-8.3%	-15.5%	22.4µM*	-14.0%	39.3%[activator]	11.4%	2.4%	-10.7%	-11.0
O=[N+]([O-])c1ccc(N2CCNCC2)cc1NCC1CCCO1 (stereo unspecified)	-5.1%	13.8%	4.9%[57.1 µM]	-6.7%	0.4%[57.1 µM]	1.3%	2.9%	1.4%	4.3
CCCc1c(C)nc(-c2ccc(C)cc2)nc1OC(=O)N(C)C	-7.5%	14.7%	20.8%[57.1 µM]	2.6%	6.8%[57.1 µM]	0.0%	-0.9%	-13.2%	-9.4
COc1ccc(C(=O)CN2CCOCC2)cc1F	-4.7%	-2.5%	-1.4%	1.1%	-0.1%	-2.4%	-6.0%	-4.1%	3.3
CCOC(=O)c1[nH]c(C)c(C(=O)N2CCC3(CC2)OCCO3)c1C	-3.7%	-22.7%	3.0%[57.1 µM]	-8.6%	3.2%[57.1 µM]	-8.9%	0.9%	2.5%	-4.0
Brc1ccccc1Cn1c(-c2cncs2)nc2ccccc21	-0.5%	0.4%	7.8%	3.9%	0.8%	6.5%	?	?	4.1
O=P(C(=Nc1ccc(Cl)cc1)N1CCOCC1)(N1CCOCC1)N1CCOCC1	-3.9%	-34.4%	-2.7%	/	-4.5%	6.6%	-1.5%	-7.3%	0.8
C=CCn1c(O)c(C(CC)=NCCc2ccccc2)c(=O)[nH]c1=O	-4.1%	2.0%	19.8%	-3.5%	8.2%	2.6%	-1.2%	-13.8%	0.0
COc1ccc(-c2ccc3n2Cc2cnnn2-c2ccccc2-3)cc1	4.3%	-14.7%	39.6%[activator]	6.7%	58.2%[activator]	-1.7%[38.3 µM]	-0.3%	-27.6%	0.1
CCOc1ccc(N=Cc2c(O)n(CCc3ccc(OC)c(OC)c3)c(=O)[nH]c2=O)cc1	-2.4%	-18.0%	7.9%[57.1 µM]	-7.6%	11.3%	-5.4%	1.5%	-18.3%	-2.5
Clc1ccccc1C1NCc2ccccc2-n2cccc21 (stereo unspecified)	-0.7%	-38.3%[56.9 µM]	1.9%	6.5%	-0.9%	21.5%	6.5%	-17.5%	-6.6&0.7
COC(=O)C1=C(c2cccc(OCc3ccccc3)c2)C[C@@H]2CC[C@H]1N2C(=O)NCCN1CCOCC1	-3.0%	-19.7%	11.2%	-0.1%	-2.3%	-8.3%	-14.6%	-8.7%	-1.1
c1ccc(SSc2ccccc2)cc1	-1.3%	-52.7%	97.8%[activator]	-1.3%	2.9%	-8.6%	-0.7%	-33.2%	-9.1
O=C(CNC(=O)c1ccccc1)Nc1ccc(Br)cc1C(=O)c1ccccc1	-2.4%	-22.7%	10.4%	-13.0%	-1.1%	0.3%	-1.8%	-15.4%	-3.2
O=C(c1cc2c(s1)CCCCCC2)N1CCC2(CC1)OCCO2	3.8%	3.3%	-14.1%[57.1 µM]	-6.9%	1.3%[57.1 µM]	-0.9%	-0.2%	-11.2%	-8.8
CC1CCCCN1Cc1ccc(Cl)nc1 (stereo unspecified)	-7.9%	-1.2%	23.2%[57.1 µM]	5.2%	10.1%[57.1 µM]	-2.6%	-2.1%	-23.9%	-16.0
Fc1cccc(CNCCc2c[nH]c3ccccc23)c1	?	2.1%	18.4%	-19.9%	5.0%	8.3%	-1.6%	-21.0%	-2.5
O=C1CN=C(c2cc([N+](=O)[O-])ccc2Cl)c2cc([N+](=O)[O-])ccc2N1	-4.4%	-7.0%	-19.2%[57.1 µM]	2.0%	-12.9%[57.1 µM]	5.4%	-2.1%	-1.5%	3.3
CCOC(=O)[C@]1(C#N)[C@@H]2C=CC(C(N)=O)=CN2[C@@H](C(N)=O)[C@@H]1c1ccc(F)cc1	-2.9%	1.8%	-9.7%	3.5%	0.5%	6.0%	0.1%	?	6.2
CC1=C(C(=O)O)N2C(=O)C(NC(=O)Cc3ccccc3)C2SC1 (stereo unspecified)	-0.5%	-29.8%	-0.5%	-0.8%	1.7%	0.0%	1.2%	-17.4%	-3.9
CCOP(=O)(Cc1ccccc1)OCC	-4.1%	-7.7%	12.7%	3.7%	-2.4%	-6.1%	4.9%	-23.0%	-6.7
CN(C)/C=C/C(=O)C(Cl)(Cl)Cl	-4.9%	-8.4%	6.5%[57.1 µM]	2.8%	-1.5%[57.1 µM]	0.6%	-0.8%	-14.7%	0.6
CC[N+]1(C)CCCC(OC(=O)C(O)(c2ccccc2)c2ccccc2)C1 (stereo unspecified)	-2.6%&-0.3%	12.4%	29.0%	-1.7%	2.8%	2.0%	0.1%	19.3%	-12.6
CCCCOC(=O)CCN1C(=O)/C(=C2\SC(=S)N(CCC(=O)OCCCC)C2=O)SC1=S	-9.6%	11.5%	-2.8%	?	-4.7%	-3.2%	0.4%	-6.0%	1.3
Cc1ccc(CNC(=O)CCCn2c(=O)c3sccc3n(CC(=O)Nc3c(C)cccc3C)c2=O)cc1	-1.0%	-41.7%	10.4%	6.3%	2.3%	-5.0%	-8.2%	-5.7%	-4.5
